High-throughput results (PubChem BioAssay)
GAA850 FXN act: frataxin GAA850 promoter activation; 360,000 tested, 0.56% active; AID 540364; activation, % at 6 µM; HEK293 lucGAA850 FXN promoter luciferase reporter, 24 h; percent of 10 µM SAHA response;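 active = activation above the average of all compounds screened plus 3 SD, cutoff fixed separately per campaign, cut at about 7.5% in these data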;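 also: 0% = DMSO wells and 100% = 10 µM SAHA wells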
NPR1 activator: GC-A (human) enzyme activation; activation, % at 10 µM; 370,000 tested, 0.14% active; HEK293 GC-A cells, cGMP TR-FRET, EC30 ANP; 0% at EC30 ANP, 100% saturating ANP; AID 1671463; in the data active = activation above about 40%
Tn6 DDE FP: disrupts Tn6 cyclic peptide binding to fibrin D-Dimer-E complex; 370,000 tested, 0.21% active; Fibrin DD(E) TRITC-Tn6 fluorescence polarization displacement; P02675; AID 720509; inhibition, % at 8.3 µM;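 active = inhibition above a per-campaign cutoff: mean of compounds within control limits plus 3 SD, cut at about 15% in these data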;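 also: 0% = median of all compound wells on the plate and 100% = blocking peptide control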
GC-B act: GC-B (human) receptor activation. 370,000 tested, 0.11% active. activation, % at 10 µM. P20594. HEK293-GC-B cells, CNP EC30, cGMP TR-FRET; 0% at EC30 CNP, 100% saturating CNP. AID 1920062;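 active = activation at 10 µM reaching about 35% in either raw or pattern-adjusted values, limit read from the data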
ADAM10 inh: inhibitors of human ADAM10; recombinant ADAM10, EDANS/DABCYL FRET peptide cleavage, 3 h; inhibition, % at 7 µM; 370,000 tested, 0.62% active; AID 720582;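 active = inhibition above a per-campaign cutoff equal to the mean of compounds falling between control-based bounds plus 3 SD, cut at about 20% in these data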;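 also: 0% = DMSO wells while the 100% control is not disclosed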
Target sequence (O14672 214-748 limits assumed): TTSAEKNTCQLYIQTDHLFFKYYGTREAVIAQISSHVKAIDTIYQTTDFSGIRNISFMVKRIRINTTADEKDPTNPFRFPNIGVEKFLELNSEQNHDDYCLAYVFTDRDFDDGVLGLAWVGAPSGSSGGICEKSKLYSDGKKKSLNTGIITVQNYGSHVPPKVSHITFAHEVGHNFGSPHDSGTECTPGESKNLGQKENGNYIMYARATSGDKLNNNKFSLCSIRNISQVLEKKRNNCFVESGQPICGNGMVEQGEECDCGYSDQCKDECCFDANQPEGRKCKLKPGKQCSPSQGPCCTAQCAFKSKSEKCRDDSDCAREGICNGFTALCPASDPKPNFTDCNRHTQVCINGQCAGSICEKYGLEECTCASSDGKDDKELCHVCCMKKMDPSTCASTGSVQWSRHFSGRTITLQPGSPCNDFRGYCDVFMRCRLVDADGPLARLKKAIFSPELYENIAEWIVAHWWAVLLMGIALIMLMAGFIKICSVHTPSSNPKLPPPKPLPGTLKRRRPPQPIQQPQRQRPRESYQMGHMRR
HGIII-sPLA2 inh: Inhibits HGIII-sPLA2 liposome hydrolysis, primary screen; Q9NZ20; QFRET BODIPY PC-A2 liposome hydrolysis, fluorescence; inhibition, % at 12.2 µM; 370,000 tested, 0.56% active; AID 743126;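 active = inhibition above mean plus 3 SD of compounds lying within the high and low control bounds, cut at about 19% in these data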;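 also: 0% = median of test compound wells and 100% = no enzyme DMSO wells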
ARFGAP1 inh: inhibitors of rat ARFGAP1 | Q62848 | Arfgap1-stimulated ARF1 GTP hydrolysis, GDP FP detection | 360,000 tested, 0.26% active | AID 651572 | inhibition, % at 16.5 µM;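 active = inhibition above a per-plate limit, mean inhibition of low control wells plus 3 SD, cut at about 25% in these data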;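 also: 0% = DMSO wells with enzyme and 100% = wells lacking Arfgap1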
Target sequence (Q62848 1-136 limits assumed): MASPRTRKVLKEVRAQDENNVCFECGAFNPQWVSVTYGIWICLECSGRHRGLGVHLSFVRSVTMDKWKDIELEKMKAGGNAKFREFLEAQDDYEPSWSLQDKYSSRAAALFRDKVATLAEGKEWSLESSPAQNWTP
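Material: rat Arfgap1 GAP domain (His6, aa 1-136), purified enzyme. Also added: human ARF1(Δ1-17)-GTP substrate. Compound dosing: 16.5 µM single point, 1.26% DMSO. Timing: enzyme reaction 120 min at 25 °C after 20 min preincubation. Signal: GDP detection by fluorescence polarization. Read-out basis: percent inhibition of GAP-stimulated GDP formation, scaled between DMSO and no-Arfgap1 medians.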
rCAG binder: r(CAG) repeat RNA binding. TO-PRO-1 dye displacement fluorescence. inhibition, % at 3 µM. 370,000 tested, 1.3% active;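 active = inhibition above the plate cutoff, the mean of all test compounds on that plate plus 3 SD, cut at about 35% in these data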;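 also: 0% = DMSO alone and 100% = 100 µM mitoxantrone as full dye displacement; higher means more dye released from RNA so lower well fluorescence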
ASAP1 inh: blocks human ASAP1-stimulated Arf1 GTP hydrolysis | GDP FP detection | inhibition, % at 16.5 µM | 360,000 tested, 0.19% active; in the data active = inhibition above about 25%;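 also: 0% = vehicle with enzyme and substrate and 100% = no enzyme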
KLK7 zymogen act: proKLK7 (human) activation, primary screen. purified proKLK7, EDANS-DABCYL substrate fluorescence; 100% is mature enzyme control, 0% vehicle. activation, % at 7 µM. P49862. 370,000 tested, 0.9% active;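 active = activation above the mean of all tested compounds plus 3 SD, computed per campaign excluding outliers beyond control limits, cut at about 13% in these data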
Target sequence (P49862 whole entry, looked up): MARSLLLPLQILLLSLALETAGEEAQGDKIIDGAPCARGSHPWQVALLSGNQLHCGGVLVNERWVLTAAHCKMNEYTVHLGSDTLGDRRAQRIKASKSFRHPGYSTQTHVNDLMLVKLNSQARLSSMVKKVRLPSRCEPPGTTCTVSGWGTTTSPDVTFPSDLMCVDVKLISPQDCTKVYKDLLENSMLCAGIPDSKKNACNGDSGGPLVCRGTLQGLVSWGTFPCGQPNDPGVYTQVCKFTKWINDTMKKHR
An asterisk follows results filed as active; i = inactive; . = no result given. No enrichment for hits; about 4.5% have a hit in one of these screens.

molecule,HGIII-sPLA2 inh,ASAP1 inh,KLK7 zymogen act,NPR1 activator,rCAG binder,GAA850 FXN act,ADAM10 inh,GC-B act,ARFGAP1 inh,Tn6 DDE FP
O=C(Cc1ccc(S(=O)(=O)N2CCOCC2)s1)N1CCN(S(=O)(=O)c2cccc(F)c2)CC1,-42,9,0.7,4,2,2.1,-15,8,-5,7
COc1cc(OC)cc(-c2c(-c3cccs3)c3cc(-c4cccc5[nH]ccc45)ccc3n2C)c1,29*,7,-8.6,-3,18,1.6,-206,-2,14,3
C=C1CSc2nc(=O)c3c4c(sc3n21)CCCC4,-14,-7,0.1,1,8,-0.4,-15,-10,-4,-4
CC(C)NC(=O)COCc1cc(-c2ccc3c(c2)OCO3)on1,11,-3,0.0,-3,-3,0.6,-1,1,-2,-4
Oc1ccc2ccccc2c1N=Nc1nccs1,19*,7,-0.2,11,9,-2.7,0,-3,-8,10
CCOc1ccc(NC(=O)COc2ccc(S(=O)(=O)N3CCOCC3)cc2)cc1,-3,12,-0.3,2,2,-0.3,6,-3,1,9
COc1cc2c(cc1OC)C(c1ccccc1)N(C(=O)c1cccc(S(C)(=O)=O)c1)CC2 (stereo not given),1,10,0.0,-9,-3,-0.2,-2,-7,1,-7
N#Cc1cc([N+](=O)[O-])ccc1NCCN1CCOCC1,1,-6,0.5,5,-1,3.5,1,-1,-1,7
COc1ccc(N2C(=O)CC(NNC(=O)c3cc(C)oc3C)C2=O)cc1 (stereo not given),-6,-3,-0.5,-5,5,-0.3,2,1,3,1
COC(=O)c1cc(-c2ccc(S(=O)(=O)N3CCCC3)cc2)c(C(F)(F)F)s1,-3,6,0.4,0,-2,1.2,-1,-4,-5,0
CC1(C)Cc2nc3scc(NC(=O)c4ccccc4)c3cc2CO1,0,8,0.0,1,4,2.6,1,6,-10,-6
CN1CCN(CCn2c(=S)[nH]c3ccccc3c2=O)CC1,0,4,0.2,2,2,1.5,3,2,-2,-36
O=C(O)c1cccnc1Sc1ncnc2sc3c(c12)CCC3,-6,8,13*,4,1,0.6,i,1,8,3
CCN1C(=O)CC2(C[N+]3(C)CCC2CC3)C1=O (stereo not given),3,0,0.9,4,0,-1.3,-1,1,5,3
O=C(CN1CCN(c2ccccn2)CC1)Nc1cccc(F)c1,-4,-10,-0.2,0,-2,.,-2,0,-7,-1
Cc1cc(C(=O)NCc2ccco2)cs1,0,-4,-0.5,1,0,1.1,8,1,-3,3
CC(/C=C/c1ccccc1)=N/NC(=O)CNC(=O)c1ccc2c(c1)OCO2,-4,0,0.5,-2,-1,-1.7,-4,-4,6,2
CN(C)c1ncnc2c1ncn2[C@H]1CN(CCN2CCOCC2)C[C@@H](CO)O1,14,10,-0.2,-2,1,-0.6,8,1,0,2
CC1CCCN(c2nc3c(c(=O)[nH]c(=O)n3C)n2Cc2ccccc2Cl)C1 (stereo not given),-3,14,-0.3,-22,-2,-0.7,-17,-18,4,3
CC(/C=C/c1ccco1)=N\NC(=O)CNc1ccc2ccccc2c1,-2,10,1.7,0,13,-0.7,-64,-5,1,-9
COc1ccc(N2CCN(CCNC(=O)Nc3cccc(C)c3C)CC2)cc1,5,-10,-0.2,3,-4,-1.0,2,4,2,2
CCSc1nc(=O)n(-c2ccccc2)c(C)c1C(C)=O,8,8,0.3,3,-1,-1.8,-3,4,-2,-5
CC1=C(C(=O)N2CCCCCC2)CC(CC(=O)NCCCN(C)C)C(=O)N1Cc1ccc(C(C)(C)C)cc1 (stereo not given),-6,-11,-0.5,-1,3,.,-13,-2,5,1
CC(NC(=O)c1ccccc1[N+](=O)[O-])C1CC2CCC1C2 (stereo not given),0,2,-0.3,2,-2,2.3,-3,4,4,9
COc1ccc(CNC(=O)C2CCCN2S(=O)(=O)c2ccc(C)cc2)cc1 (stereo not given),7,-1,0.2,-1,-4,-0.2,-12,-1,7,2
CCn1c2ccccc2c2cc(NC(=O)N3CCOCC3)ccc21,-1,-17,-1.8,-10,-1,1.6,-83,-6,0,4
O=C(Cn1c(=O)oc2cc(S(=O)(=O)N3CCOCC3)ccc21)N1CCc2ccccc2C1,0,5,0.4,3,3,-1.1,-4,5,1,7
O=C(Cn1c(C(F)(F)F)nc2ccccc21)N/N=C/c1ccco1,-1,8,1.2,-2,-2,3.5,-1,-1,10,6
COc1ccccc1CNS(=O)(=O)c1ccc(-n2cnnn2)c(OC)c1,0,-7,-0.3,1,-1,0.0,-1,1,7,5
COc1ccc(N2CCCN(CC(=O)Nc3ccccc3C)CC2)cc1,9,.,0.4,0,-2,.,-3,-1,.,8
CCCNc1cc(C)c(C#N)c2nc3ccccc3n12,5,2,6.6,9,1,-2.1,-355,-5,-2,-4
Cc1cc(Br)ccc1NC(=O)CN(C)C(=O)Cn1c(=O)cnc2ccccc21,1,5,0.0,-2,-6,1.7,-13,9,4,-1
Cc1cccc(NC(=O)CCCNC(=O)c2ccc(Cl)cc2)n1,0,3,0.5,-2,-2,-1.0,0,-3,-6,8
Cc1ccc(C)c2[nH]c(=O)c(CN(Cc3cccs3)C(=S)NCc3ccco3)cc12,2,-1,-0.1,0,-2,1.0,-3,3,-8,-6
COc1ccccc1/C=C/CN1CCC(CO)(Cc2ccccc2)CC1,-17,-6,-0.1,-5,-7,-1.8,0,-2,-6,0
CN1CCN(C(=O)CNC(=O)Cc2ccc(Cl)cc2)CC1,11,-8,0.2,6,-2,2.0,-9,4,1,-2
C=CCC1(C(=O)N(C)Cc2ccccc2)CCN(C(=O)OC(C)(C)C)CC1,-5,-5,0.7,0,-9,-0.4,0,-2,6,6
COc1cc(C(=O)OC(C)C(=O)NC2CCCCC2C)c([N+](=O)[O-])cc1OC (stereo not given),3,-17,0.2,2,-5,0.1,-6,0,9,-1
CC(=O)Nc1ccc(S(=O)(=O)Oc2ccc(N3C(=O)C4CCCCC4C3=O)cc2)cc1 (stereo not given),-14,1,0.4,4,4,-4.9,-11,-2,-7,5
CCOc1ccc(CNCc2ccccc2Cl)cc1,-2,7,-0.1,-1,-5,0.6,-1,2,0,-1
C[C@@H]1COc2cccc(F)c2S(=O)(=O)N1C,8,.,0.1,1,1,.,-4,-3,.,-1
Cc1cccc(CCNC(=O)C2CCN(S(=O)(=O)c3ccccc3)CC2)c1,2,2,-0.1,2,-5,-0.3,0,-1,-3,5
CCc1nc2c(OCCc3cccc(OC)c3)cccn2c1N(C=O)Cc1ccc(OC)cc1,-10,9,1.2,2,5,3.2,-4,-3,15,5
Cc1cc(NC(=O)CSc2nnc3c4c(C)c(C)sc4ncn23)no1,7,-6,-0.7,10,6,0.1,1,-2,1,6
COC(=O)c1cc(C(=O)N(Cc2ccccc2)c2ccccn2)cc([N+](=O)[O-])c1,6,-5,-0.2,-8,-7,0.5,1,-7,7,-1
CC(=O)Nc1cccc(NC(=O)c2cccc(S(=O)(=O)N3CCN(Cc4ccccc4)CC3)c2)c1,-37,-7,0.3,2,8,1.5,19,2,9,-6
O=[N+]([O-])c1cc(C(F)(F)F)ccc1NC1CCN(Cc2ccccc2)CC1,-6,-4,-0.1,3,-7,0.0,1,-7,8,6
CCOc1cc(C=C(C#N)C#N)ccc1Oc1ccc([N+](=O)[O-])cn1,-7,3,-0.1,-4,7,-2.6,-7,1,-11,1
O=C(O)Cc1sc(NCCc2ccccc2)nc1-c1ccc(F)cc1,0,-6,-0.2,5,8,0.0,-7,-1,7,4
CC1CCCCN1CCCNC(=O)C1CCN(c2nnc(-n3cccc3)s2)CC1 (stereo not given),0,3,0.1,1,-1,-0.5,-10,2,6,-4

Continuation.
molecule,HGIII-sPLA2 inh,ASAP1 inh,KLK7 zymogen act,NPR1 activator,rCAG binder,GAA850 FXN act,ADAM10 inh,GC-B act,ARFGAP1 inh,Tn6 DDE FP
NS(=O)(=O)c1ccc(CNC(=S)NC2CCCCC2)cc1,11,-5,-0.6,2,-1,1.9,5,1,-1,-2
O=C(c1c(F)cccc1F)N1CCCc2ccccc21,-4,-2,0.1,1,-2,1.5,0,6,2,1
CN(C)c1ccc(/C=[N+](\[O-])C2N(c3ccccc3)C(=S)SC2(C)C)cc1 (stereo not given),5,1,-0.7,-3,1,0.1,0,-1,9,2
COc1ccccc1OCCNC(=O)CCNC(=O)c1ccccc1OC,-1,-3,-0.1,1,2,1.2,-2,0,-4,4
CCc1ccc(Nc2cc(=O)n(C3CCCCC3)c(=O)[nH]2)cc1,-4,0,0.6,9,10,0.8,10,12,-1,1
Cc1c(Nc2nc3ccccc3nc2NS(=O)(=O)c2cccs2)c(=O)n(-c2ccccc2)n1C,-11,3,-0.1,4,34,1.6,4,-1,-17,2
CC1CCN(CCNC(=O)CN(C)S(=O)(=O)c2cccc3nsnc23)CC1,5,6,-0.2,3,2,-1.0,5,-1,4,-9
Cn1c2ccccc2c(=O)c2ccc(-c3ccc4c(c3)OCO4)cc21,2,10,0.7,21,20,6.0,-69,14,37*,-2
CC(C)(C)NC(=O)C1CCCN(S(=O)(=O)c2cccc3cccnc23)C1 (stereo not given),4,15,0.3,6,-5,0.6,-18,0,-1,3
COc1ccc(NC(=O)c2ccc(Cc3ccc(C)cc3)o2)cc1,0,-9,0.1,3,1,1.1,8,-3,-1,8
Cn1c(SCC(=O)Nc2cccnc2Cl)nc2ccccc21,-2,4,0.0,-1,2,4.1,-1,-4,2,-2
N#CCCN(C1CCCCC1)S(=O)(=O)c1cccc2nsnc12,4,-19,0.7,-2,2,0.5,7,3,-2,1
Cc1ccc(-c2nn(-c3cccc(F)c3)cc2CNCc2cccnc2)o1,1,-1,4.9,-4,-3,0.5,-28,-4,-11,-2
CC(c1nc2ccccc2c(=O)[nH]1)N(C)c1ccc2ccccc2c1 (stereo not given),-8,12,-0.4,2,1,-4.7,-22,-1,6,8
Cc1ccc(C(=O)N2CCC(Cc3ccccc3)CC2)cc1[N+](=O)[O-],-10,14,0.0,4,-5,1.4,2,3,10,-3
CC(=O)NC(CCS(C)(=O)=O)C(=O)Nc1nc(C)cs1 (stereo not given),7,-2,-0.4,2,-3,2.4,-2,4,20,-1
O=C(NCCCN1CCOCC1)c1cnccn1,5,-1,-0.4,-2,-2,-0.6,-2,2,-2,-4
CCN(CC)S(=O)(=O)c1cccc(C(=O)Nc2nnc(C)s2)c1,2,2,0.0,1,0,2.0,2,-1,-2,-12

ARFGAP1 inh, what is marked active above
| molecule | HGIII-sPLA2 inh | ASAP1 inh | KLK7 zymogen act | NPR1 activator | ADAM10 inh | GC-B act | ARFGAP1 inh | Tn6 DDE FP |
| --- | --- | --- | --- | --- | --- | --- | --- | --- |
| Cn1c2ccccc2c(=O)c2ccc(-c3ccc4c(c3)OCO4)cc21 | 2 | 10 | 0.7 | 21 | -69 | 14 | 37* | -2 |
